NCI-60 one-dose screen, 48 h, at 10 µM unless noted. Numbers give growth in % (100 = growth as untreated, 0 = no growth, -100 = all killed).
IGROV1 – IGROV1 ovarian cancer; 79,000 tested, 4.7% active; AID 1794786
SW-620 – SW-620 colon cancer. 82,000 tested, 5.2% active. AID 1794795
COLO 205 – COLO 205 colon cancer; 79,000 tested, 7.3% active; AID 1794742
HCT-15 – HCT-15 colon cancer; 82,000 tested, 5.2% active
KM12 – KM12 colon cancer cells | 82,000 tested, 5% active
HT29 – HT29 colon cancer; 81,000 tested, 7.4% active
SK-OV-3 – SK-OV-3 ovarian cancer cells. 80,000 tested, 3.2% active. AID 1794785
OVCAR-4 – OVCAR-4 ovarian cancer cells; 80,000 tested, 3.7% active
HCT-116 – HCT-116 colon cancer; 82,000 tested, 7.3% active; AID 1794798
* = called active by the depositor; . = no result given. Rule for the calls: active = growth percent below 10; inactive = the rest.

SMILES	IGROV1	SW-620	COLO 205	HCT-15	KM12	HT29	SK-OV-3	OVCAR-4	HCT-116
O=C(Nc1ccccc1Cl)Oc1ccc(Cl)cc1Cl	93	98	124	92	104	100	104	91	93
CC1CCC(=NNS(=O)(=O)c2ccc([N+](=O)[O-])cc2)CC1 (stereo not given)	.	104	103	96	107	104	110	112	101
OC1(c2cn(-c3ncc(-c4ccc(C(F)(F)F)cc4)c(NC4CCCCCC4)n3)nn2)c2ccccc2-c2ccccc21	67	94	63	90	88	66	89	72	75
S=C(NCc1ccccc1)NCc1ccccc1	97	100	107	107	102	97	99	102	97
COC(=O)[C@]12CC[C@@H](C)[C@H](C)[C@@H]1C1=CC[C@@H]3[C@@]4(C)C=C(O)C(O)=C(C)C4=C(O)C[C@@]3(C)[C@]1(C)CC2	88	76	86	63	56	60	99	66	56
COc1cccc(-c2nn(-c3ccccc3)cc2-c2ccnc(NCCNC(=O)c3cccc(C(F)(F)F)c3)c2)c1	104	93	80	67	67	50	78	67	58
C#CCOc1cccc(Nc2ncnc3c2ncn3C2CCN(C(=O)C=C)C2)c1 (stereo not given)	79	104	98	89	92	86	70	87	88
Cc1c(C(=O)Nc2ccc(C(=O)N3CCOCC3)cc2)nnn1-c1ccccc1	104	104	118	107	105	108	117	99	103
CCOC(=O)C1=C(c2ccccc2)N=C2SC=C(c3cccc([N+](=O)[O-])c3)N2C1c1ccc(Cl)cc1 (stereo not given)	91	94	104	96	94	105	99	104	96
COc1ccc(-c2cc(-c3cc(OC)ccc3OC)nc3sc(C(=O)c4ccc(Cl)cc4)c(N)c23)cc1	89	106	85	104	94	93	86	84	90
O=C1Nc2ccccc2/C1=C\C(=O)c1ccccc1	105	103	113	101	108	101	109	101	100
CCN(CC)CCOC(=O)C1(CCC(C)C)CCCCC1	.	.	104	104	104	93	107	101	94
O=C(Cn1c(/C=C/c2cccc(Br)c2)nc2ccccc2c1=O)Nc1ccccc1	104	79	86	85	99	99	108	72	81
O=C(/C=C(\C(=O)c1ccccc1)c1ccccc1)c1ccccc1	.	99	135	103	102	112	114	99	89
CCN(CC)CCCNc1cccc2ccc(OC)nc12	110	76	112	109	104	95	94	105	104
O=C(CCc1ccc(Cl)cc1)c1ccccc1	93	110	115	108	104	102	105	99	105
CCOc1ccc(NC(=O)CSc2nc3ccccc3c(=O)n2CCc2ccc(S(N)(=O)=O)cc2)cc1	87	99	112	99	100	101	77	64	78
O=[N+]([O-])c1ccc(-c2nnc(COc3ccc(Cl)cc3Cl)o2)cc1	101	102	105	108	99	80	107	111	97
COc1ccccc1NC(=O)Cn1cc(CN2CCN(c3ccnc4cc(Cl)ccc34)CC2)nn1	91	92	101	92	90	105	87	94	98
CC1CCC(C(C)C)/C(=N/NC(=O)CC#N)C1 (stereo not given)	100	108	104	108	103	105	99	108	102
COC(=O)[C@]1(C)N[C@H](c2cn(-c3ccccc3)nc2C)[C@@H]2C(=O)N(c3ccccc3)C(=O)[C@@H]21	124	102	127	105	116	102	105	108	98
CC(=O)OCC1C(C)CCC(C)C1COC(C)=O (stereo not given)	93	103	99	89	95	101	102	104	103
COc1cc(C2CC(=O)Nc3c(-c4ccc(F)cc4)nsc32)cc2c1OCO2 (stereo not given)	84	105	105	96	94	91	89	95	93
O=c1/c(=C/Nc2ccc(Cl)cc2)sc2ncnn12	72	102	99	76	86	81	97	93	97
CCCCNC(=O)C(=O)NCCCC	113	104	117	105	102	120	123	108	104
COc1ccc(C2=C3CCCCC3=NC3=CC=CCN32)cc1	103	103	102	105	103	89	92	102	92
O=C(COc1ncnc2sc3c(c12)CCCC3)N/N=C\c1ccc(Br)cc1	97	102	117	102	103	103	114	108	97
CN(C)c1ncnc2c1ncn2C1CCCCO1 (stereo not given)	112	106	98	100	112	109	107	104	104
Cn1cccc1-c1cc(-c2ccc(Br)cc2)n(C(=S)Nc2ccc(F)cc2)c(=O)c1C#N	86	98	56	111	115	92	126	102	93
O=C1CC[C@@H](C(=O)N[C@H]2CSSC[C@@H](C(=O)NCCc3ccc(O)cc3)NC(=O)[C@H](Cc3ccccc3)NC(=O)[C@@H]3CCCN3C(=O)[C@@H]3CCCN3C2=O)N1	.	105	110	109	103	102	113	107	102
Cc1ccccc1SSc1ccccc1C	85	55	91	18	97	24	97	95	55
NS(=O)(=O)c1ccc(N2N=C(c3ccc(NC(=O)Nc4ccccc4)cc3)CC2c2ccc(Cl)cc2)cc1 (stereo not given)	53	80	57	40	57	56	68	69	50
O=C(Nc1ccc(Br)cc1)c1ccccc1	89	101	98	99	88	90	94	99	97
NS(=O)(=O)c1ccc(CCN2C(=O)/C(=C\c3ccccc3)C=C2c2ccc(Cl)cc2)cc1	92	99	115	99	99	107	.	95	96
COC(=O)/C=C1/SC(=Nc2cccc(Cl)c2)N(CCc2c[nH]c3ccc(O)cc23)C1=O	4.1*	0.2*	90	-12*	19	49	87	25	-33*
COc1ccc(C2C=C(C(=O)O)Nc3nc(SC)[nH]c(=O)c32)cc1 (stereo not given)	112	106	114	103	115	119	110	104	100
Cc1ccc(NCC(=O)N2CCN(c3ncnc4c3cnn4-c3ccccc3)CC2)cc1	66	90	96	79	73	100	100	69	75
COc1ccc(/C=N\NC(=O)CN2CCN(c3cc4c(cc3F)c(=O)c(C(=O)N/N=C/c3ccc(OC)c(OC)c3)cn4C3CC3)CC2)cc1OC	4.1*	4.6*	7.7*	98	7.0*	7.0*	17	-3.0*	13
Cc1c(O)cc(-c2cnc(N/N=C\c3ccc(Cl)cc3)s2)c(O)c1C	83	107	106	85	87	101	104	62	95
c1ccc2c3c([nH]c2c1)CCCC3	85	103	118	95	129	104	100	107	104
COc1ccc(-c2cc(-c3ccc(Nc4nc(Nc5ccccc5)nc(Nc5ccc(Cl)cc5)n4)cc3)nc(N)n2)cc1	39	80	68	77	40	52	119	56	38
CCOC(=O)CC1CSC(c2ccc(F)cc2)=N1 (stereo not given)	107	101	125	114	98	100	112	108	103
COc1ccc(Cl)cc1C(C)=O	102	111	120	104	101	93	103	107	97
Cc1ccc(S(=O)(=O)NC2CCCCCCC2)cc1	97	110	110	95	98	98	96	105	92
Cc1cccc(O)c1	101	105	135	107	112	108	117	102	102
CO[C@H]1CSS[C@@H]1Cn1nc(-c2ccc(Oc3ccccc3)cc2)c2c(N)ncnc21	29	66	36	22	17	17	-1.3*	50	7.4*
COc1ccc2[nH]c(C(=O)OCc3ccc4cccc(O)c4n3)cc2c1	-91*	-73*	-69*	-44*	11	-73*	68	-59*	-78*
Cc1ccc(NC(=O)N2c3ccccc3SC2c2ccco2)c(C)c1 (stereo not given)	85	103	112	96	95	102	106	94	86
CCCCCCCCOc1cccc(S(=O)(=O)Nc2ccc(C)cc2C(=O)O)c1	100	96	112	92	97	110	108	90	85
O=C1N(Cc2ccccc2)c2ccccc2C12CC(c1ccccc1)=NN2 (stereo not given)	126	104	107	95	115	107	101	86	102
CC(C)(O)CC(c1ccccc1)(c1ccccc1)c1ccccc1	95	94	94	98	88	86	106	95	86
O=C(NCCc1ccccc1)c1nnn(-c2ccccc2)c1-c1ccco1	103	111	107	54	97	108	128	100	57
Cc1ccccc1NC(=O)c1sc2nc3c(cc2c1N)COCC3	109	102	108	103	98	96	115	105	101
Cc1ccc(-c2nc3ccccc3n2CC(=O)N/N=C/c2cccc(OCc3ccccc3)c2)o1	82	87	92	65	77	71	86	79	68
O=C(/C=C/c1ccccc1)Nc1ncccc1OCc1cn(Cc2ccc(Cl)cc2)nn1	110	96	97	101	108	107	84	98	98
O=C(O)c1ccc(-n2cc(/C=N/Nc3ccccc3)c(-c3ccc(F)cc3F)n2)cc1	53	30	108	51	29	90	89	80	38
NS(=O)(=O)c1ccc(NC(=O)Nc2nc(-c3ccc(F)cc3)cs2)cc1	100	101	113	91	101	101	113	105	99
COc1ccc2nc(SCC(=O)Nc3ccccc3C)[nH]c2c1	103	99	113	100	101	109	105	95	99
COC(CCP(=O)(c1ccccc1)c1ccccc1)(C(=O)c1ccccc1)c1ccccc1 (stereo not given)	-19*	76	62	53	57	57	84	61	45
Cc1ccc(NC(=O)N/N=C/c2c[nH]c3ccccc23)cc1	90	111	110	98	99	117	99	100	105
Other structures follow.
SMILES	IGROV1	SW-620	COLO 205	HCT-15	KM12	HT29	SK-OV-3	OVCAR-4	HCT-116
CCc1c(C)c2ccc3c(c2oc1=O)N=C(c1ccccc1)CO3	105	101	119	90	104	98	114	.	103
O=Nc1c(O)ccc2ccccc12.O=Nc1c(O)ccc2ccccc12.O=Nc1c([O-])ccc2ccccc12.[Fe+3]	91	97	103	105	116	109	112	104	97
Cc1[c-]onc1C.Cc1[c-]onc1C.[Ag].[Ag].[NH-]S(=O)(=O)c1ccc(N=Nc2cc(N=Nc3ccc(S([NH-])(=O)=O)cc3)c3c(NC(=O)C(Cl)Cl)cccc3c2OC(=O)C(Cl)Cl)cc1	73	58	-47*	84	72	78	111	94	72
Nc1ccc(SCc2cc3ccccc3[nH]c2=O)cc1	94	63	115	61	55	91	116	83	73
COc1cc2ccnc3c2c(c1OC)-c1ccncc1-3	93	104	135	91	112	107	125	99	99
CCCCCCCCCCCCCCCCCC1=NCCN1CS(=O)(=O)O	-24*	4.2*	29	41	16	2.2*	70	82	44
COc1cc2c(cc1NC(=O)c1ccccc1-c1ccccc1C(=O)O)-c1ccccc1C2	120	98	105	96	115	107	104	.	112

Rewritten in markdown: entries from further up.
| SMILES | IGROV1 | SW-620 | COLO 205 | HCT-15 | KM12 | HT29 | SK-OV-3 | OVCAR-4 | HCT-116 |
| --- | --- | --- | --- | --- | --- | --- | --- | --- | --- |
| CCc1c(C)c2ccc3c(c2oc1=O)N=C(c1ccccc1)CO3 | 105 | 101 | 119 | 90 | 104 | 98 | 114 | . | 103 |
| Cc1[c-]onc1C.Cc1[c-]onc1C.[Ag].[Ag].[NH-]S(=O)(=O)c1ccc(N=Nc2cc(N=Nc3ccc(S([NH-])(=O)=O)cc3)c3c(NC(=O)C(Cl)Cl)cccc3c2OC(=O)C(Cl)Cl)cc1 | 73 | 58 | -47* | 84 | 72 | 78 | 111 | 94 | 72 |
| COc1cc2ccnc3c2c(c1OC)-c1ccncc1-3 | 93 | 104 | 135 | 91 | 112 | 107 | 125 | 99 | 99 |
| O=Nc1c(O)ccc2ccccc12.O=Nc1c(O)ccc2ccccc12.O=Nc1c([O-])ccc2ccccc12.[Fe+3] | 91 | 97 | 103 | 105 | 116 | 109 | 112 | 104 | 97 |
| Nc1ccc(SCc2cc3ccccc3[nH]c2=O)cc1 | 94 | 63 | 115 | 61 | 55 | 91 | 116 | 83 | 73 |
| COc1cc2c(cc1NC(=O)c1ccccc1-c1ccccc1C(=O)O)-c1ccccc1C2 | 120 | 98 | 105 | 96 | 115 | 107 | 104 | . | 112 |
| CCCCCCCCCCCCCCCCCC1=NCCN1CS(=O)(=O)O | -24* | 4.2* | 29 | 41 | 16 | 2.2* | 70 | 82 | 44 |

An unsorted share of the library; about 12% have a hit in one of these screens.
